TGFb inhibitor: inhibitors of TGF-b signaling; HepG2 CAGA-GFP TGF-b/SMAD3 reporter, GFP fluorescence, 18 h; TGF-beta stimulated, 500 pg/mL final; Potency, µM (doses to about 46.1 µM), without a hit: at the highest dose activity, negative = inhibition, most hits filed as inhibitors; 410,000 compounds, 1.2% hits; AID 588855; also: potency is read from the fitted curve at half-maximal effect; % is scaled to controls: 0 for no effect and ±100 for the full control effect; nearly all actives have a fitted effect of over 65% in size
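Inhibition was scored as loss of TGF-beta-induced (500 pg/mL final, 18 hours, 37 degrees C) GFP in HEPG2 cells carrying a CAGA-GFP reporter, in DMEM with 1% FBS. Well GFP was summed per cell; Activity was normalised to unstimulated and stimulated DMSO wells, then concentration-response fitting.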
A549 viability: A549 cytotoxicity, counter-screen for Nrf2 inhibitors | A549 ARE-Fluc cells, CellTiter-Fluor viability, 18-24 h | Potency, µM (doses to about 46 µM), for the others: at the top dose activity change, negative = cytotoxicity, usual class: inhibitors | 390,000 compounds, 0.16% hits; also: potency is read from the fitted curve at half-maximal effect; % is scaled to controls: 0 for no effect and ±100 for the full control effect
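Cytotoxicity counterscreen: CellTiter-Fluor fluorescence was measured in A549 ARE_Fluc cells after 18-24 h of compound exposure in a concentration series. The subsequent BugLite luminescent read reports ARE-luciferase activity.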
EPAC2 antagonist: antagonists of human EPAC2. Potency, µM (top dose mostly 114 µM), for the others: at the top dose activity, negative = inhibition, usual class: inhibitors. AID 720708. Q8WZA2. 360,000 compounds, 0.18% hits. EPAC2 GEF exchange of Rap1B-BODIPY-GDP, fluorescence; also: potency is read from the fitted curve at half-maximal effect; % is scaled to controls: 0 for no effect and ±100 for the full control effect; nearly all actives have a fitted effect of over 45% in size; many of its hits are not listed in these tables
Target sequence (Q8WZA2 whole entry, looked up): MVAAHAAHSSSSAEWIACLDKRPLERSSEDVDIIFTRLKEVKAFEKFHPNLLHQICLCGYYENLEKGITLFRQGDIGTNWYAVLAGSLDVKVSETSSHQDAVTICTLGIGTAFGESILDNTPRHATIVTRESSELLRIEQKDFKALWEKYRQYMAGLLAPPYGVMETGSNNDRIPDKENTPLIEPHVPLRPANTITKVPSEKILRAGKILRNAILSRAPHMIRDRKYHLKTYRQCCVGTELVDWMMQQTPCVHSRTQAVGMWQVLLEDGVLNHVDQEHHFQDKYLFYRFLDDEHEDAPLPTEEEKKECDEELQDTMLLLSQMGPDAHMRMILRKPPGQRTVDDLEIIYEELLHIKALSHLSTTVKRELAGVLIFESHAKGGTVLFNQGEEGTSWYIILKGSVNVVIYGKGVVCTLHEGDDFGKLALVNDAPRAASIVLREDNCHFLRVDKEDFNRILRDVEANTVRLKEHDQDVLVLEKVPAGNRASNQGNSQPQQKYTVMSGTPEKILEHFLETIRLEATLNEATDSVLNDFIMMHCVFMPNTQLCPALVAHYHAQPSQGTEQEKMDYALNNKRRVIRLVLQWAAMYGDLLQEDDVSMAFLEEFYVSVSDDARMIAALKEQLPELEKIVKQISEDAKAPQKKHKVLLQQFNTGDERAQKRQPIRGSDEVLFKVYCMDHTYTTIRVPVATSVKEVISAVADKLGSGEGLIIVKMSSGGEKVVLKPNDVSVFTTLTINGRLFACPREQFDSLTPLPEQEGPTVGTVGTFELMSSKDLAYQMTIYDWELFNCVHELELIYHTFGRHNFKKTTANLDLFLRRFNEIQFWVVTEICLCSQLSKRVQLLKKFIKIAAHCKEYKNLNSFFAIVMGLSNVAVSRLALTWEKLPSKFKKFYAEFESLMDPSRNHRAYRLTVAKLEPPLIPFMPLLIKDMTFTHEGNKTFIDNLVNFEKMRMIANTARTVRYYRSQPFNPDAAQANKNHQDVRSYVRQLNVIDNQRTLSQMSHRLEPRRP
Nrf2 activator: activates Nrf2 signaling | AREc32 ARE-luciferase reporter (MCF7-derived line), luminescence, 24 h | Potency, µM (series often up to 46.1 µM), for the others: at the highest dose activation, most hits filed as activators | 410,000 compounds, 0.31% hits | AID 624171; also: potency is read from the fitted curve at half-maximal effect; % of control where 0% means no effect; nearly all actives have a fitted effect of over 65% in size
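Reporter line AREc32 (ARE-Fluc), seeded overnight in OPTI-MEM with 5% FBS; compound pin-transferred, 24 hr at 37 deg C, 5% CO2; luminescent read-out.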
EPAC2 ag: agonists of human EPAC2 (RAPGEF4); EPAC2 activation, biochemical qHTS; response scale: 100% = 6.5 mM cAMP response; Potency, µM (series often up to 154 µM), without a hit: top-dose activation, usual class: activators; 360,000 compounds, 0.079% hits; also: potency is read from the fitted curve at half-maximal effect; nearly all actives have a fitted effect of over 50% in size
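In this primary screen, activation is scored as increased exchange of BODIPY-GDP from Rap1B by 100 nM EPAC2, with 50 uM GDP as competitor. Signal is normalized to the 6.5 mM cAMP agonist control.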
Nrf2 inh: inhibitors of Nrf2 signaling. A549 ARE-Fluc reporter, luciferase luminescence, 18-24 h. Potency, µM (titrated, usually from 46 µM), for the others: at the highest dose activity change, negative = inhibition, usual class: inhibitors. 360,000 compounds, 2.1% hits; also: potency is read from the fitted curve at half-maximal effect; % is scaled to controls: 0 for no effect and ±100 for the full control effect; nearly all actives have a fitted effect of over 60% in size
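Nrf2 activity is the BugLite luminescence, read 15 min after reagent at room temperature, following CellTiter-Fluor cytotoxicity readout (30 min, 37C). Compound titrations were applied for 18-24 h to 5000 A549 ARE_Fluc cells/well in 5% FBS OPTI-MEM.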
MmCpn inh: blocks the Methanococcus maripaludis chaperonin Mm-Cpn; Potency, µM (highest dose often 76.9 µM), without a hit: top-dose activity, negative = inhibition, most hits filed as inhibitors; AID 504842; 330,000 compounds, 0.031% hits; purified Mm-Cpn ATPase, ADP Transcreener TR-FRET; also: potency is read from the fitted curve at half-maximal effect; % is scaled to controls: 0 for no effect and ±100 for the full control effect; nearly all actives have a fitted effect of over 80% in size
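Compound-treated chaperonin, 25 nM final, turns over 10 uM ATP at 37°C for 30 min following a 10 min preincubation; ADP generated competes with ADP-d2 for Eu-cryptate antibody, lowering FRET.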
CCT chaperon mod: changes cytosolic chaperonin activity; activity change, % (concentration not given with the values), hits read low; 360,000 compounds, 0.3% hits; purified chaperonin ATPase assay, HTRF ADP detection, 30 min; in the data active = activity change below about -30%; also: % is scaled to controls: 0 for no effect and ±100 for the full control effect
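Nucleotide hydrolysis assay: TRiC at 20–40 nM final (set by batch activity) with 10 uM ATP, 30 min at 37 °C, in presence of 76 uM compound. Detection by competitive ADP HTRF, 30 min ambient.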
pAkt inh: inhibitors of Akt phosphorylation | Neuro2A IGF-stimulated pAkt S473 HTRF, 20 min; stronger effect = lower value | activity change, % for hits at 50 µM | 360,000 compounds, 0.32% hits; in the data active = activity change below about -80%; inconclusive = mostly about -51% to -80%; also: % is scaled to controls: 0 for no effect and ±100 for the full control effect
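Neuro2A cells (4,500/well, DMEM with 0.5% FBS) were treated with compound at a single 50 µM final concentration, stimulated with 6 nM IGF for 20 min at 37 °C, and lysed. Phospho-Akt Ser473 was read by HTRF as 665/615 ratio ×10^4.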
Active calls of the source: *. Unless noted, calls follow the shape of the dose curve; as a rule, active = well fitted curve in the direction sought with a large enough effect; inconclusive = small, poorly fitted or top-dose-only effect, or another doubt; inactive = no such curve, though single readings can be large; an effect the other way counts as inactive or inconclusive. A portion of the library; count on the stated rates, not on these rows.

Screening N#Cc1cccc(NC(=O)c2ccc3c(c2)N(Cc2cccc(Cl)c2)C(=O)c2ccccc2S3(=O)=O)c1 returned TGFb inhibitor inconclusive, A549 viability 2%, Nrf2 activator 2.9% and Nrf2 inh -21%.
`CCOC(=O)C1Nc2ccc(Br)cc2C2C=CCC12` (configuration not stated) gave TGFb inhibitor inconclusive, A549 viability -7%, EPAC2 antagonist -8%, Nrf2 activator 5.8%, EPAC2 ag 6%, Nrf2 inh -22%, MmCpn inh -7%, CCT chaperon mod -1.6 and pAkt inh inactive.
Screening Cc1ccc(NC(=O)COc2ccc(C3SCCS3)cc2)cc1 returned TGFb inhibitor 4%, A549 viability -2%, EPAC2 antagonist 11%, Nrf2 activator 0.3%, EPAC2 ag 7%, Nrf2 inh -11%, MmCpn inh 2%, CCT chaperon mod -4.6 and pAkt inh inactive.
`COc1ccc(/C=N/NC(=O)C(O)(c2ccccc2)c2ccccc2)cc1OC` gave TGFb inhibitor -7%, A549 viability 19%, EPAC2 antagonist -12%, Nrf2 activator 1.9%, EPAC2 ag 15%, Nrf2 inh 12%, MmCpn inh -1%, CCT chaperon mod 0.7 and pAkt inh inactive.
For CCOC(=O)c1sc(NC(=O)C2CC(=O)N(c3ccccc3OC)C2)nc1C (configuration not stated) the results were TGFb inhibitor -5%, A549 viability 1%, EPAC2 antagonist 11%, Nrf2 activator -0.4%, EPAC2 ag 7%, Nrf2 inh -14%, MmCpn inh 1%, CCT chaperon mod 0.6 and pAkt inh inactive.
COc1ccccc1/C=C/C(=O)Nc1cccnc1Cl was read as TGFb inhibitor -26%, A549 viability 6%, EPAC2 antagonist -6%, Nrf2 activator 5.8%, EPAC2 ag 2%, Nrf2 inh inconclusive, MmCpn inh -2%, CCT chaperon mod -1.0 and pAkt inh inactive.
For C=CCc1c(C)nc(SCCC)[nH]c1=O the results were TGFb inhibitor 0%, A549 viability -3%, EPAC2 antagonist 1%, Nrf2 activator -0.3%, EPAC2 ag 1%, Nrf2 inh 3%, MmCpn inh -1%, CCT chaperon mod -4.3 and pAkt inh inactive.
CCc1ccc(-c2cc(C)no2)cc1S(=O)(=O)N1CCC(C)CC1 was read as TGFb inhibitor -4%, A549 viability -4%, EPAC2 antagonist inconclusive, Nrf2 activator -0.2%, EPAC2 ag 8%, Nrf2 inh -5%, MmCpn inh -1%, CCT chaperon mod -8.6 and pAkt inh inactive.
For CCC1CCCCN1CCCNC(=O)CNC(=O)c1nn(-c2ccc(OC)cc2)c(=O)c2ccccc12 (configuration not stated) the results were TGFb inhibitor 7%, A549 viability -16%, EPAC2 antagonist 1%, Nrf2 activator -0.4%, EPAC2 ag -2%, Nrf2 inh 24%, MmCpn inh 0%, CCT chaperon mod 2.1 and pAkt inh inactive.
Screening Cc1nc(SCC(=O)NCc2ccccc2)c2c(=O)n(C)c(=O)n(C)c2n1 returned TGFb inhibitor 17%, A549 viability 1%, EPAC2 antagonist 5%, Nrf2 activator -0.5%, EPAC2 ag -8%, Nrf2 inh 2%, MmCpn inh 0%, CCT chaperon mod -0.2 and pAkt inh inactive.
For COc1ccccc1NC(=O)c1cc(S(=O)(=O)NCc2ccccc2)ccc1F the results were TGFb inhibitor inconclusive, A549 viability -3%, EPAC2 antagonist 11%, Nrf2 activator -0.6%, EPAC2 ag -6%, Nrf2 inh inconclusive, MmCpn inh -1%, CCT chaperon mod -0.1 and pAkt inh inactive.
Screening C=CCN1CCN(c2ccncc2S(=O)(=O)N2CCOCC2)CC1 returned TGFb inhibitor 4%, A549 viability 1%, EPAC2 antagonist 0%, Nrf2 activator -0.5%, EPAC2 ag 5%, MmCpn inh -6%, CCT chaperon mod -0.2 and pAkt inh inactive.
`Cc1nn(-c2ccc(F)cc2)c2nc(N)c(C#N)c(-c3ccc(O)c(O)c3)c12` gave TGFb inhibitor inconclusive, A549 viability -11%, EPAC2 antagonist -4%, Nrf2 activator -0.7%, EPAC2 ag -6%, Nrf2 inh 2%, MmCpn inh -2%, CCT chaperon mod 1.5 and pAkt inh inactive.
Screening CC(=O)Nc1sc(N/N=C\c2ccccc2Cl)nc1-c1cccs1 returned TGFb inhibitor -5%, A549 viability 0%, EPAC2 antagonist 4%, Nrf2 activator inconclusive, EPAC2 ag 0%, Nrf2 inh inconclusive, MmCpn inh -3%, CCT chaperon mod -4.0 and pAkt inh inactive.
Screening C[C@@H]1CN([C@H](C)CO)C(=O)c2c(c3ccccc3n2C)-c2ccccc2CO[C@H]1CN(C)C(=O)Nc1ccccc1 returned TGFb inhibitor -11%, EPAC2 antagonist 3%, Nrf2 activator -1.4%, EPAC2 ag 13%, CCT chaperon mod 0.6 and pAkt inh inactive.
Cc1ccc(NC(=O)c2cc(-c3ccc(C)o3)nc3ccccc23)cc1 was read as TGFb inhibitor inconclusive, A549 viability -2%, EPAC2 antagonist -6%, Nrf2 activator 15%, EPAC2 ag 5%, Nrf2 inh -10%, MmCpn inh inconclusive, CCT chaperon mod 3.4 and pAkt inh inactive.
Fc1ccccc1N1CCN(Cc2nnc(-c3ccc4c(c3)OCO4)o2)CC1 was read as TGFb inhibitor -8%, A549 viability -12%, Nrf2 activator -1.2% and Nrf2 inh 6%.
For CC(=C/C(=O)O)/C=C/c1ccc(Cl)o1 the results were TGFb inhibitor 15%, A549 viability -5%, EPAC2 antagonist 3%, Nrf2 activator 16%, EPAC2 ag 7%, Nrf2 inh 12%, MmCpn inh 3%, CCT chaperon mod -0.8 and pAkt inh inactive.
Screening Cc1cc(C(=O)Nc2nnc(C(F)(F)F)s2)no1 returned TGFb inhibitor 0%, A549 viability -5%, EPAC2 antagonist 4%, Nrf2 activator 0.5%, EPAC2 ag 6%, Nrf2 inh 4%, MmCpn inh 1%, CCT chaperon mod 0.2 and pAkt inh inactive.
For COc1cc(NC(=O)c2ccco2)c(OC)cc1NC(=O)CCC(=O)Nc1cccc(C)c1C the results were TGFb inhibitor -2%, A549 viability -5%, EPAC2 antagonist 0%, Nrf2 activator 0.4%, EPAC2 ag -13%, Nrf2 inh 3%, MmCpn inh -2%, CCT chaperon mod 1.1 and pAkt inh inactive.
For COc1ccccc1N1CCN(c2ccc3c(c2)S(=O)(=O)c2cccc(C(=O)NCC4CC4)c2C3=O)CC1 the results were TGFb inhibitor 0%, EPAC2 antagonist inconclusive, Nrf2 activator 0.0%, EPAC2 ag 17%, CCT chaperon mod -0.3 and pAkt inh inactive.
For CC(=O)N1CCc2c(sc3c2c(=O)n(CCc2ccccc2)c(=O)n3Cc2cccc(C)c2)C1 the results were TGFb inhibitor -1%, A549 viability 0%, Nrf2 activator -1.4% and Nrf2 inh -17%.
`CCCCN(CC)CCCNC(=O)c1cn(-c2ccc(OC)cc2)c(=O)c2ccccc12` gave TGFb inhibitor 0%, A549 viability -4%, EPAC2 antagonist 11%, Nrf2 activator -0.8%, EPAC2 ag 2%, Nrf2 inh 14%, MmCpn inh 0%, CCT chaperon mod 2.4 and pAkt inh inactive.
Screening COc1ccc(N(C)S(=O)(=O)c2cccc(C(=O)NC3=NCCS3)c2)cc1 returned TGFb inhibitor 16%, A549 viability 3%, EPAC2 antagonist 1%, Nrf2 activator -0.2%, EPAC2 ag 1%, Nrf2 inh -8%, MmCpn inh 0%, CCT chaperon mod 0.4 and pAkt inh inactive.
C[C@H](CO)N1C[C@H](C)[C@H](CN(C)C(=O)OCc2ccccc2)OCc2cnnn2CCCC1=O was read as TGFb inhibitor 1%, EPAC2 antagonist -5%, Nrf2 activator 0.1%, EPAC2 ag 4%, CCT chaperon mod 0.8 and pAkt inh inactive.
For COc1cccc(-c2cc(CNC(=O)[C@H]3O[C@@H](n4ccc(N)nc4=O)[C@H](O)[C@@H]3O)no2)c1 the results were TGFb inhibitor -19%, EPAC2 antagonist 0%, Nrf2 activator 0.4%, EPAC2 ag 0%, CCT chaperon mod -1.8 and pAkt inh inactive.
O=C(/C=C/c1ccccc1Cl)OCC(=O)c1ccc[nH]1 was read as TGFb inhibitor -1%, A549 viability 2%, EPAC2 antagonist -13%, Nrf2 activator 20%, EPAC2 ag 18%, Nrf2 inh 5%, MmCpn inh 1%, CCT chaperon mod -4.4 and pAkt inh inactive.
For CC(=O)c1ccc(NC(=O)C(C)Sc2ccccn2)cc1 (configuration not stated) the results were TGFb inhibitor -3%, A549 viability 3%, EPAC2 antagonist 4%, Nrf2 activator -0.1%, EPAC2 ag -4%, Nrf2 inh 18%, MmCpn inh 0%, CCT chaperon mod 1.1 and pAkt inh inactive.
For O=C(Nc1ccc(Cl)cc1)C1CCN(C(=O)c2cccs2)CC1 the results were TGFb inhibitor 2%, A549 viability 1%, EPAC2 antagonist 0%, Nrf2 activator 0.0%, EPAC2 ag 2%, Nrf2 inh 4%, MmCpn inh -2%, CCT chaperon mod 1.2 and pAkt inh inactive.

Compounds shown so far containing a cyano group:
Screening N#Cc1cccc(NC(=O)c2ccc3c(c2)N(Cc2cccc(Cl)c2)C(=O)c2ccccc2S3(=O)=O)c1 returned TGFb inhibitor inconclusive, A549 viability 2%, Nrf2 activator 2.9% and Nrf2 inh -21%.
`Cc1nn(-c2ccc(F)cc2)c2nc(N)c(C#N)c(-c3ccc(O)c(O)c3)c12` gave TGFb inhibitor inconclusive, A549 viability -11%, EPAC2 antagonist -4%, Nrf2 activator -0.7%, EPAC2 ag -6%, Nrf2 inh 2%, MmCpn inh -2%, CCT chaperon mod 1.5 and pAkt inh inactive.

Screening data deposited in PubChem by National Center for Advancing Translational Sciences (NCATS).
